# Screening data from PubChem BioAssay.
# bIAP inhibitor – bovine intestinal alkaline phosphatase inhibitors, primary screen, selectivity assay for TNAP inhibitor project, biochemical, bovine IAP, CDP-star luminescence. alkaline phosphatase, intestinal [Bos taurus]. purified bovine IAP, 30 min. inhibition, % at 20 µM. 190,000 tested, under 10 active. AID 1019, 2008;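 active = over 50% inhibition of intestinal alkaline phosphatase at 20 µM in the single-dose screen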
#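 System: Purified bovine intestinal alkaline phosphatase (IAP) enzyme | Input: IAP diluted 1/65,000,000 in the well | Also added: CDP-star chemiluminescent phosphatase substrate, 30 µM final | Dosing: 20 µM single dose | Times: Enzyme reaction for 30 min at room temperature | Detection: Luminescence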
# Lmaj promast – Leishmania major promastigote growth inhibition, primary screen; Leishmania major promastigotes, resazurin fluorescence viability; inhibition, % at 10 µM; AID 1063, 2008; hit rate 9% among 200,000; in the data active = inhibition above about 50%;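 note: promastigotes grown with compound for 44 hours at 28 °C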
# PMI act hi M6P – human PMI activators, high substrate, primary screen, biochemical, fluorescence intensity, near-saturating mannose 6-phosphate | Mannose-6-phosphate isomerase (Homo sapiens), P34949 | coupled PMI enzyme assay, resazurin fluorescence, 20 min; hits give high values; 1 = untreated enzyme, 0 = substrate-free blank | activation factor at 20 µM | hit rate 0.34% among 190,000 | AID 1216, 2008;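 active = activation factor of 2 or more at 20 µM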
# Target sequence (P34949 whole entry, looked up): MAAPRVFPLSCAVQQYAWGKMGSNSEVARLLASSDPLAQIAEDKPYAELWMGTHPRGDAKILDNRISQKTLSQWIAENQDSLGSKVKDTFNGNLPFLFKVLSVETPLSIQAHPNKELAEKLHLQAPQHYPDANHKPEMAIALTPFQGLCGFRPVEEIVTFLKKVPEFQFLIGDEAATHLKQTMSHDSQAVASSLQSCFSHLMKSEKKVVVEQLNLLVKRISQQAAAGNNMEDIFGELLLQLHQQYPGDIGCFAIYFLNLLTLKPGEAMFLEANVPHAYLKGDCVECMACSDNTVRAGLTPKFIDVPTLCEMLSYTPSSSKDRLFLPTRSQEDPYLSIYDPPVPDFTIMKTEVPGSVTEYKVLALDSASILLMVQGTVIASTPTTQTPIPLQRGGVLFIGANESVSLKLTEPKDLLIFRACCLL
#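 Test system: human phosphomannose isomerase with PGI, G6PDH, diaphorase coupling enzymes; amount: 15 ng/mL PMI; incubation: enzyme reaction with compound 20 min at room temperature; technique: resorufin fluorescence (Ex 544/Em 590 nm) from resazurin via diaphorase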
# TNAP act hi DEA – TNAP activators at high phosphate acceptor level, primary screen, biochemical, luminescence, uHTS. Alkaline phosphatase, tissue-nonspecific isozyme (Homo sapiens), P05186. purified TNAP, CDP-star luminescence, 1 M DEA, 30 min; hits give high values; 0 = EDTA background, 1 = DMSO-only activity. activation factor at 20 µM. 200,000 tested, under 10 active. AID 1136, 2008;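 active = activation factor at least 2 at 20 µM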
# Target sequence (P05186 whole entry, looked up): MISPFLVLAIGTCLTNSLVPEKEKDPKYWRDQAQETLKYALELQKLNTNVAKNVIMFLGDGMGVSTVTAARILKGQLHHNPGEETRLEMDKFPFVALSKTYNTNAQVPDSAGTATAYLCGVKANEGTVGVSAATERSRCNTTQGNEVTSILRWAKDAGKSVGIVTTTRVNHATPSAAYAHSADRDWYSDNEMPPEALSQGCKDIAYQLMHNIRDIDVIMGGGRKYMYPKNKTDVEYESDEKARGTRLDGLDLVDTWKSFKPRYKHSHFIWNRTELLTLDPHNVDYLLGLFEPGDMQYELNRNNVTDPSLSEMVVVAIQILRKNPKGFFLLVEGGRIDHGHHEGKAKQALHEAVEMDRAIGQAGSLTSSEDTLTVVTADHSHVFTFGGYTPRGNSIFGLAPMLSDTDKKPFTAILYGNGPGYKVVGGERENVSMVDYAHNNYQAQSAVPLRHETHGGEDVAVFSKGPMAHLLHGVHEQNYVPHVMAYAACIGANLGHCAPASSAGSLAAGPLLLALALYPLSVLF
#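 Control set: EDTA negative control, DMSO positive control / Assay system: human TNAP / Quantity: TNAP 1/800 final / Evaluation: TNAP activation factor scaled between EDTA and DMSO control wells / Measured by: luminescent substrate turnover signal / Compound dosing: one dose, 20 µM / Times: 30 min enzyme reaction at room temperature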
# TNAP inh no acc – human TNAP enzyme inhibitors, primary screen, biochemical, luminescent, no phosphate acceptor, uHTS | purified TNAP, CDP-star luminescence, 30 min | AID 1012, 2008 | hit rate 0.26% among 200,000 | inhibition, % at 20 µM;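 active = tissue-nonspecific alkaline phosphatase inhibition above about 50% at 20 µM in the single-dose screen, limit read from the data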;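 note: 0% = DMSO negative control and 100% = EDTA positive control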
# Diaph inh CS – diaphorase inhibitors and chemical oxidizers, primary screen, counter-screen for diaphorase-coupled primary assays, biochemical, uHTS, resorufin fluorescence. diaphorase resazurin-to-resorufin fluorescence, NADH, 16 min; bacterial (C. kluyveri) enzyme, not human. inhibition, % at 20 µM. hit rate 0.69% among 190,000;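 active = primary screen inhibition at 20 µM above a set limit, cut at about 50% in these data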;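 note: plate controls were DMSO with full reaction for no effect and wells lacking NADH for full effect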
#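 controls = No-NADH positive control and DMSO neutral control | system = Clostridium kluyveri diaphorase enzyme | timing = reaction incubation of 16 min at room temperature | signal = resorufin fluorescence 544/590 nm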
# PMI activator – activators of human PMI, primary screen, biochemical, fluorescence intensity, near-Km mannose 6-phosphate; purified human PMI, coupled resazurin fluorescence, 20 min; hits give high values; 1 = vehicle control, 0 substrate-free wells; activation factor at 20 µM; hit rate 0.005% among 190,000; AID 1214, 2008;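 active = activation factor of 2 or more at 20 µM, relative to plate controls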
# Diaph act CS – compounds boosting diaphorase resazurin reduction – biochemical, uHTS, resorufin fluorescence, counter-screen for diaphorase-coupled primary assays, primary screen; Diaphorase/resazurin coupled assay, 16 min; hits give high values; 1 = vehicle wells, 0 = NADH-free wells; activation factor at 20 µM; hit rate 0.005% among 190,000;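 active = diaphorase activity raised at least twofold by the compound at 20 µM; inactive = activation factor below 2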
#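 Material: bacterial diaphorase enzyme (C. kluyveri); amount: enzyme 0.07 U/mL final; reagent: NADH substrate 0.114 mM plus resazurin dye 0.1 mM, final; doses: single compound dose of 20 µM, 1% DMSO final; timing: 16 min enzyme reaction, ambient temperature; measured by: fluorescence of resorufin, 544 nm excitation, 590 nm emission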
# TNAP inh hi DEA – human TNAP enzyme inhibitors, primary screen, biochemical, luminescent, high phosphate acceptor level, uHTS | hit rate 0.03% among 200,000 | purified TNAP, CDP-star luminescence, 1 M DEA | inhibition, % at 20 µM | AID 1135, 2008;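 active = over 50% inhibition of tissue-nonspecific alkaline phosphatase at 20 µM in the single-dose screen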;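 note: plate controls were DMSO wells for no effect and EDTA-quenched wells as full inhibition for full effect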
# bIAP activator – bovine intestinal alkaline phosphatase activators, primary screen, biochemical, bovine IAP, CDP-star luminescence | purified bovine IAP, 30 min; hits give high values; fold of DMSO-control signal, blank-subtracted | activation factor at 20 µM | hit rate 0.17% among 200,000 | AID 1016, 2008;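 active = activation factor of 2 or more at 20 µM, a signal rise over negative controls twice the positive control's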
# Active calls of the source: *; . = no result given.
1. O=C(c1ccc(N2CCOCC2)c([N+](=O)[O-])c1)N1CCN(S(=O)(=O)c2cccs2)CC1
2. COc1cccc(C(=O)NNC(=O)CCc2ccccc2)c1
3. Fc1ccccc1/C=C/c1ccc2ccccc2n1
4. CC(C)CCNC(=O)C(=O)NC1CCCC1
5. Cn1cccc1C(=O)OCC(=O)Nc1cccc(S(=O)(=O)N2CCOCC2)c1
6. CN1CCN(C(=O)CSc2nc(-c3ccncc3)ccc2C#N)CC1
7. O=C(Cn1c(C(F)(F)F)nc2ccccc21)c1ccc(F)cc1
8. CN(C)c1ccc(NC(=O)c2cccc(N3C(=O)C4C5C=CC(C5)C4C3=O)c2)cc1 (stereo unspecified)

Screen / compound no.	1	2	3	4	5	6	7	8
TNAP act hi DEA	1	1	1	1	1.1	1.1	1.1	1
bIAP activator	1	1.2	0.9	0.9	1.2	1	1	0.8
TNAP inh hi DEA	4	-3	1	-3	-8	-9	-5	-4
PMI act hi M6P	1.1	1.1	0.9	0.9	0.9	1	1	0.8
PMI activator	1.1	1.1	0.8	1	0.9	1.2	1	1
Diaph act CS	1	1	0.9	0.8	0.9	1	0.9	0.8
bIAP inhibitor	1	-18	7	7	-21	2	-2	17
Lmaj promast	27	-6	0	-9	4	27	-7	2
Diaph inh CS	3	-2	9	17	12	-3	6	21
TNAP inh no acc	15	-12	-11	-8	-10	2	-12	-10

9. CC(=O)Oc1ccc(-n2c(=O)c3ccccc3c3ccccc3c2=O)cc1
10. CCCN(CCC)S(=O)(=O)c1ccc(C(=O)Nc2c(C)n(C)n(-c3ccccc3)c2=O)cc1
11. CCCCC(=O)Nc1ccc(C(=O)Nc2ccc(OC)cc2[N+](=O)[O-])cc1
12. Cc1ccc(NC(=O)c2ccccc2NS(=O)(=O)c2ccc(Cl)s2)cc1S(=O)(=O)N1CCOCC1
13. Cn1c(CNC(=O)c2ccco2)nnc1SCC(=O)Nc1cccc(F)c1
14. CCc1cc2c(NCC3CCCO3)nc(C)nc2s1 (stereo unspecified)
15. Cc1ccc(S(=O)(=O)NCCC(=O)O)cc1
16. O=C(COC(=O)c1cccc2c1C(=O)c1ccccc1C2=O)NC1CCCCC1

Screen / compound no.	9	10	11	12	13	14	15	16
TNAP act hi DEA	1	1	0.9	1	1	1	1.1	1
bIAP activator	1.1	1.1	0.3	0.9	1.2	1	0.9	0.9
TNAP inh hi DEA	-4	-1	8	-2	-1	-2	-11	-2
PMI act hi M6P	0.9	0.9	1	1	1.1	1.3	1	0.8
PMI activator	0.9	1	1	1	1.1	1.2	1	1.1
Diaph act CS	1	0.9	1	0.7	1	0.9	0.9	0.8
bIAP inhibitor	-9	-10	.	8	-20	2	8	11
Lmaj promast	-3	3	-7	-4	-5	1	-6	3
Diaph inh CS	1	11	4	30	-2	5	8	24
TNAP inh no acc	-8	-5	-2	-18	-4	-11	-17	-6

17. CCCCNC(=O)C1CC(c2ccccc2[N+](=O)[O-])=NO1 (stereo unspecified)
18. Cc1ccc(-c2csc3ncnc(Oc4ccc5c(C)cc(=O)oc5c4)c23)cc1
19. COC(=O)c1ccccc1OCCCOc1ccc(C)cc1OC
20. N#CCSc1nnc(COc2cccc3ccccc23)n1-c1cccc(Cl)c1
21. CCOC(=O)Cc1nc(-c2cccc(C(F)(F)F)c2)no1
22. COC(=O)C1=CN(Cc2cccs2)C=C(C(=O)OC)C1c1cccc(O)c1
23. COc1ccc(/C=C/C(=O)Nc2c(C)nn(C)c2C)cc1COc1ccc(Cl)cc1Br
24. O=S(=O)(c1ccccc1)N1c2cc(Cl)ccc2Oc2nc3ccccc3nc21

Screen / compound no.	17	18	19	20	21	22	23	24
TNAP act hi DEA	1.1	1	1	1	1.1	1.1	1	1
bIAP activator	1	1.1	1	1	0.9	1.1	0.3	0.8
TNAP inh hi DEA	-8	-1	4	-3	-5	-8	-3	-3
PMI act hi M6P	1	1	0.9	0.7	1	0.9	0.9	1
PMI activator	1	1	0.9	0.9	1	0.9	0.9	1
Diaph act CS	0.8	1.1	0.9	0.8	0.8	0.7	0.8	0.9
bIAP inhibitor	-3	-10	-5	-2	12	-7	.	19
Lmaj promast	-4	15	21	-7	4	7	0	18
Diaph inh CS	17	-6	12	21	17	28	15	7
TNAP inh no acc	-12	-12	-4	-4	-12	-13	-11	-7

25. COc1ccc2oc(C)c(C(=O)c3ccc([N+](=O)[O-])cc3)c2c1
26. CC(=O)N(NC(=O)c1ccc(C)cc1)C1CC(=O)N(c2ccccc2Cl)C1=O (stereo unspecified)
27. Cc1onc(-c2c(F)cccc2Cl)c1C(=O)NCCc1ccc(S(N)(=O)=O)cc1
28. CC1CCc2nn(CC(=O)NCc3ccc(F)cc3)cc2C1 (stereo unspecified)
29. CCCCOc1ccc(C(=O)N/C(=C/C=C/c2ccccc2)C(=O)NCCCO)cc1
30. CCN(C(=O)c1ccnc(C(C)(C)C)c1)c1ccccc1
31. CC1CCCCC1NC1=NCCS1 (stereo unspecified)
32. Cc1ccccc1-n1nc(C)c2c1N=C1C(Cl)=CC(Cl)=CN1C2c1ccc(C(=O)O)cc1 (stereo unspecified)

Screen / compound no.	25	26	27	28	29	30	31	32
TNAP act hi DEA	1.1	0.9	1	1	1	1	1	0.9
bIAP activator	0.9	0.9	1	1	0.6	1	1	1.2
TNAP inh hi DEA	-8	11	0	2	-3	0	-2	10
PMI act hi M6P	1.1	1.2	1	0.9	0.9	1	1	0.8
PMI activator	1.1	1.1	0.9	0.9	0.8	1	0.9	1.1
Diaph act CS	0.8	1.1	1	0.9	0.8	0.9	0.9	0.8
bIAP inhibitor	5	11	-3	3	39	-3	3	-20
Lmaj promast	12	-5	0	-9	-3	-4	-4	-8
Diaph inh CS	18	-6	-2	9	17	8	5	20
TNAP inh no acc	-9	-1	-4	-11	-26	-6	-18	10

33. COC(=O)c1ccccc1NC(=O)CSc1nccc(C)n1
34. O=C(NN=C1CCC(c2ccccc2)CC1)c1cc2c(s1)CCCC2 (stereo unspecified)
35. CCOc1cc(C2C(C#N)=C(N)SC(N)=C2C#N)ccc1OCCN1CCOCC1
36. COc1ccc(CN(C)CC(=O)Nc2cc(OC)c([N+](=O)[O-])cc2C)c(OC)c1
37. COc1ccc(O)c(/C=N/NC(=O)c2c(C)nnn2-c2nonc2N)c1
38. CCOC(=O)c1cc2c3ccccc3n(CC)c2nc1N
39. c1ccc(C(c2ccccc2)c2noc(CN3CCN(CC4CC4)CC3)n2)cc1
40. CSc1[nH]c(=O)c(C(=O)O)cc1C#N

Screen / compound no.	33	34	35	36	37	38	39	40
TNAP act hi DEA	1	1.1	1	1	1	1.1	1	1
bIAP activator	1	0.6	1.1	0.8	1.3	0.9	1	0.9
TNAP inh hi DEA	-4	-6	0	0	0	-7	-1	-5
PMI act hi M6P	.	0.9	1.1	1	1.1	1.1	1.1	1
PMI activator	.	0.9	0.9	0.9	1.1	1.1	1	0.9
Diaph act CS	.	0.8	0.9	0.9	1.1	1.1	0.9	0.8
bIAP inhibitor	2	38	-7	20	-31	7	-5	12
Lmaj promast	11	-6	-2	30	-8	-2	55*	-10
Diaph inh CS	.	16	14	12	-6	-7	7	15
TNAP inh no acc	-1	-9	-9	-5	-104	-1	-7	-13

41. CC(C)N1CCC(NC(=O)Nc2ccc3c(c2)OCO3)CC1
42. C=CCSc1nccc(=O)[nH]1
43. COc1ccc(-c2nc3cccc(C)n3c2NCc2ccco2)cc1OC
44. Clc1ccc(Cn2ncc3c(NCc4ccccc4)ncnc32)cc1
45. O=C(CSc1nc2ccsc2c(=O)n1Cc1ccccc1)NCc1ccco1
46. CCN(C(=O)COC(=O)c1c(-c2ccccc2)noc1C)C1CCS(=O)(=O)C1 (stereo unspecified)
47. O=S(=O)(NC1CCCCC1)c1ccc(Br)cc1
48. O=C(CSc1ccccc1)Nc1cc(S(=O)(=O)N2CCOCC2)ccc1N1CCOCC1

Screen / compound no.	41	42	43	44	45	46	47	48
TNAP act hi DEA	1	1.1	1.1	1	1	1	1.1	1.1
bIAP activator	1.1	1	1	1	0.8	1.1	0.6	1
TNAP inh hi DEA	-4	-6	-7	2	-3	-3	-6	-5
PMI act hi M6P	1	1.1	1	0.9	0.8	1	1	1
PMI activator	1	1.1	0.9	0.9	0.9	0.9	0.9	0.6
Diaph act CS	1.1	0.9	0.8	0.8	0.9	1	0.9	0.9
bIAP inhibitor	-8	1	1	0	15	-12	44	-4
Lmaj promast	-9	-4	23	2	9	1	1	30
Diaph inh CS	-12	10	16	18	12	4	5	12
TNAP inh no acc	-8	-12	-12	-4	-7	-3	-11	10

49. Cc1sc2ncn(CC(=O)NCC(=O)N(C)Cc3ccccc3)c(=O)c2c1C
50. CCN1CCN(C(=O)/C=C/c2ccc([N+](=O)[O-])cc2)CC1
51. CCOC(=O)C1=C(CNCc2ccc(F)cc2)NC(=O)NC1c1cccc([N+](=O)[O-])c1 (stereo unspecified)
52. COC(=O)C1C(=O)C2=C(CC1C)NC(C)=C(C(=O)OCc1ccc(OC)cc1)C2c1ccc(C)o1 (stereo unspecified)
53. O=C(NCc1ccc(-c2nc3ccccc3s2)cc1)c1ccco1

Screen / compound no.	49	50	51	52	53
TNAP act hi DEA	1	1.1	1	1	1
bIAP activator	0.9	1	0.9	1	0.9
TNAP inh hi DEA	0	-6	-3	0	1
PMI act hi M6P	1	0.9	0.9	0.9	1.1
PMI activator	1	0.9	1	0.8	1
Diaph act CS	0.7	0.8	0.8	0.8	1.1
bIAP inhibitor	8	-2	11	2	8
Lmaj promast	9	1	0	3	4
Diaph inh CS	34	16	18	23	-6
TNAP inh no acc	-6	-9	-2	-6	-19
